NadD inh – inhibitors of S. aureus NadD, primary screen, biochemical, colorimetric, uHTS | purified NadD enzyme, colorimetric absorbance read-out | Nicotinate-nucleotide adenylyltransferase NadD (Staphylococcus aureus N315) | hit rate 0.78% among 360,000 | inhibition, % at 20 µM; in the data active = inhibition above about 26%; also: some compounds past the cut are filed as inactive
Rpn11 block – Rpn11 (PSMD14) deubiquitinase inhibitors, primary screen, biochemical, fluorescence polarization, uHTS; human 26S proteasome, Ub4-pepOG fluorescence polarization; 20S core pre-blocked with epoxomicin; calls only at 20 µM; hit rate 0.59% among 360,000; AID 588493, 2011;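 active = inhibition at 20 µM, scaled to each plate's controls, above about 33%, limit read from the data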
Target sequence (O00487 whole entry, looked up): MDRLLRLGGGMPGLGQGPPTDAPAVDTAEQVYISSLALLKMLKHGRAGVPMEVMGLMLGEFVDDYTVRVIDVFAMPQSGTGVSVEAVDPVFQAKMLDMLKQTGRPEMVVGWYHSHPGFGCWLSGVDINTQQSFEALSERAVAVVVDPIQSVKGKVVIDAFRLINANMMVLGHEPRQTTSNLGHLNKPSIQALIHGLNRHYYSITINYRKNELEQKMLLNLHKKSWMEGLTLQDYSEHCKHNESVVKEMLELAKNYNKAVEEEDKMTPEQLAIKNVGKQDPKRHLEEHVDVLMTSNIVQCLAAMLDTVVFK
FAS TE block – FAS thioesterase domain inhibitors, primary screen, biochemical, fluorescence intensity, uHTS; recombinant FAS-TE, OMFH fluorogenic substrate, fluorescence endpoint; inhibition, % at 15 µM; Fatty acid synthase (Homo sapiens), P49327; hit rate 0.67% among 360,000; AID 602261, 2012;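 active = compounds whose normalised, plate-corrected inhibition of enzyme fluorescence in the single-dose primary screen is 50% or more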;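 also: 0% = DMSO with enzyme and 100% = substrate without enzyme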
SKN-1 block – suppressors of acrylamide-induced Pgst-4::GFP reporter in worms, primary screen, SKN-1 inhibitor project, whole organism, uHTS, GFP/RFP fluorescence ratio, strain VP596 | C. elegans VP596 Pgst-4::GFP/RFP ratio, 24 h | inhibition, % at 21.8 µM | hit rate 0.49% among 360,000;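 active = interference check ratio from 0.5 to 1.5 plus GFP to RFP signal ratio inhibition reaching or exceeding a fixed threshold, cut at about 30% in these data, passing the limit was not always enough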; also: some compounds called inactive have numbers as strong as hits
Rin1 Abl inh – inhibitors of Rin1-Abl protein binding, primary screen, biochemical, TR-FRET; inhibition, % at 7.35 µM; hit rate 0.4% among 360,000; Tyrosine-protein kinase ABL1 (Homo sapiens) + Ras and Rab interactor 1 (Homo sapiens), …; in the data active = inhibition above about 5%, passing the limit was not always enough
Neddylation inh – inhibitors of cullin neddylation, primary screen, biochemical, TR-FRET, uHTS, NAE and Ubc12; NEDD8-conjugating enzyme Ubc12 (Homo sapiens) + NEDD8-activating enzyme E1 regulatory …; calls only at 25 µM; hit rate 0.58% among 360,000; in the data active = inhibition above about 36%
MT1-MMP act inh – blockers of MT1-MMP proenzyme processing, primary screen, HT1080 RFP-PRO-GFP cells, GFP/RFP fluorescence | GFP/RFP ratio change, % at 20 µM | hit rate 0.061% among 360,000 | GFP/RFP ratio fluorescence, overnight; percent of plate control window, DMSO zero | AID 651647, 2012;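 active = GFP/RFP ratio change of at least 30% with cell ATP level not reduced by more than half and red fluorescence within 50% of control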; also: strong numbers were not always called active
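Assay system – RFP-PRO-GFP reporter HT1080 cells · Compound dosing – single dose of 20 µM compound, 1% DMSO final · Incubation – overnight compound exposure at 37 °C · Measure – GFP/RFP fluorescence ratio · Benchmarks – DMSO wells and RFP-L50D-GFP cells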
CSN inh – inhibitors of CSN-mediated cullin deneddylation, primary screen, biochemical, fluorescence polarization, uHTS; Purified CSN, SCF-Nedd8-OG deneddylation; hit rate 0.38% among 360,000; inhibition, % at 12.5 µM; COP9 signalosome complex subunit 5 (Homo sapiens), Q92905;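 active = pattern-corrected inhibition above about 35%, with an unprinted fluorescence ratio check between 0.5 and 1.5, limit read from the data, passing the limit was not always enough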;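 also: 0% = enzyme with substrate and 100% = substrate without enzyme; some results filed as inactive read as strong as hits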
Target sequence (Q92905 whole entry, looked up, one chain of several): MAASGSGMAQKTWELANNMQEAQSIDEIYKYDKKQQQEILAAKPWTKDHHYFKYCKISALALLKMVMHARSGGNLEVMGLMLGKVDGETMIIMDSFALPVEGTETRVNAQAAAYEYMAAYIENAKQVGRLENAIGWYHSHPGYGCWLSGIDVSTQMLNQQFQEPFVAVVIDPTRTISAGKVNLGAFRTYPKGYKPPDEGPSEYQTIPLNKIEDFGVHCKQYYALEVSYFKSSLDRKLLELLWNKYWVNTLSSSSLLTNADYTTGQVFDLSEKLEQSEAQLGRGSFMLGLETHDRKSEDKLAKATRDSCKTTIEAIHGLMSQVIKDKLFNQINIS
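Schedule: reaction 90 min, room temperature / Assay system: HEK293T-derived human Csn5 enzyme / Input: Csn5 at 0.24 nM final / Measure: inhibition of Csn5 cleavage, % / Control set: substrate-only high control, full reaction low control / Technique: fluorescence polarization of the substrate / Buffer or medium: Tris/NaCl/DTT buffer, pH 7.5 / Reagent: SCFSkp2-Nedd8OG substrate at 10 nM final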
PABP1 MLLE inh – inhibitors of PABP1 MLLE–PAM2 peptide binding, primary screen, biochemical, fluorescence polarization, FITC-PAM2, GST-MLLE. hit rate 0.36% among 360,000. Polyadenylate-binding protein 1 (Homo sapiens), P11940. inhibition, % at 20 µM; in the data active = inhibition above about 35%, passing the limit was not always enough;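 also: plate controls were DMSO wells with GST-MLLE for no effect and wells lacking GST-MLLE protein for full effect; some results filed as inactive read as strong as hits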
Starred values were filed as active, the others as inactive.

For CCCn1c(=N)c(C(=O)NCC2CCCO2)cc2c(=O)n3cccc(C)c3nc21 (centres undefined) the results were NadD inh -4, Rpn11 block inactive, FAS TE block -7, SKN-1 block -18, Rin1 Abl inh -9, MT1-MMP act inh -4, CSN inh 2 and PABP1 MLLE inh -6.
For COc1cccc(NC(=O)CN(C)C(=O)c2cc3ccccc3cc2OC)c1 the results were NadD inh -4, Rpn11 block inactive, FAS TE block 3, SKN-1 block -14, Rin1 Abl inh 1, Neddylation inh inactive, MT1-MMP act inh -7, CSN inh -2 and PABP1 MLLE inh -5.
COc1ccccc1/C=C/C(=O)N1CCOCC1 was read as NadD inh 2, Rpn11 block inactive, FAS TE block -8, SKN-1 block 12, Rin1 Abl inh -3, Neddylation inh inactive, MT1-MMP act inh -1, CSN inh 10 and PABP1 MLLE inh 13.
Screening O=C(O)C1=C[C@H](c2ccc(F)cc2)C[C@H](OCCCCO)O1 returned NadD inh 6, Rpn11 block inactive, FAS TE block -6, SKN-1 block -4, Rin1 Abl inh -3, Neddylation inh inactive, MT1-MMP act inh -1, CSN inh 1 and PABP1 MLLE inh -2.
`CCOC(=O)CCN(Cc1sccc1C)S(=O)(=O)c1ccc(F)cc1` gave NadD inh 1, Rpn11 block inactive, FAS TE block 18, SKN-1 block 10, Rin1 Abl inh -2, Neddylation inh inactive, MT1-MMP act inh 7, CSN inh 0 and PABP1 MLLE inh 16.
Screening CSc1nc(N2CCCC2)c2c(c1C#N)CC(C)(C)OC2 returned NadD inh -3, Rpn11 block inactive, FAS TE block 24, SKN-1 block 16, Rin1 Abl inh -4, Neddylation inh inactive, MT1-MMP act inh -8, CSN inh 3 and PABP1 MLLE inh -3.
`Cc1c(C(=O)NCCSCc2ccc(F)cc2)cnn1-c1ccc(Cl)cc1` gave NadD inh -11, Rpn11 block inactive, FAS TE block 26, SKN-1 block 26, Rin1 Abl inh -3, Neddylation inh inactive, MT1-MMP act inh 2, CSN inh 5 and PABP1 MLLE inh -9.
Screening NC(=O)CC(NC(=O)c1ccccc1)c1ccc(N2CCCCCCC2)c([N+](=O)[O-])c1 (centres undefined) returned NadD inh 0, Rpn11 block inactive, FAS TE block -4, SKN-1 block 6, Rin1 Abl inh 1, Neddylation inh inactive, MT1-MMP act inh 9, CSN inh -2 and PABP1 MLLE inh 0.
Screening COc1ccc2c(c1)c(CC(=O)Nc1ccc(C)cc1)c(C)n2C(=O)c1ccc(Cl)cc1 returned NadD inh 10, Rpn11 block inactive, FAS TE block 29, SKN-1 block -7, Rin1 Abl inh 0, Neddylation inh inactive, MT1-MMP act inh -13, CSN inh 2 and PABP1 MLLE inh -15.
Screening N#CCCn1cc(C(=O)Nc2ccc(C(=O)O)cc2)c(-c2cccc(Br)c2)n1 returned NadD inh 0, Rpn11 block inactive, FAS TE block -3, SKN-1 block -9, Rin1 Abl inh 2, Neddylation inh inactive, MT1-MMP act inh 2, CSN inh 2 and PABP1 MLLE inh 2.
`CCn1cnc2c1c(=O)n(CC(=O)NN)c(=O)n2Cc1ccccc1` gave NadD inh 4, Rpn11 block inactive, FAS TE block -5, SKN-1 block 11, Rin1 Abl inh -2, Neddylation inh inactive, MT1-MMP act inh 2, CSN inh 0 and PABP1 MLLE inh 2.
Screening COc1ccc(/C=N/OC(=O)Nc2ccccc2)cc1[N+](=O)[O-] returned NadD inh -7, Rpn11 block inactive, FAS TE block 29, SKN-1 block 1, Rin1 Abl inh 2, Neddylation inh inactive, MT1-MMP act inh 2, CSN inh 4 and PABP1 MLLE inh 6.
For O=C(CSc1nc2scc(-c3ccccc3)c2c(=O)[nH]1)N1CCCCC1 the results were NadD inh 0, Rpn11 block inactive, FAS TE block -4, SKN-1 block -1, Rin1 Abl inh 5, Neddylation inh inactive, MT1-MMP act inh 7, CSN inh -10 and PABP1 MLLE inh -45.
Screening CN(C)C(=O)c1cc2c(c(-c3cccc(C4=CCCCC4)c3)n1)[C@@H](CCO)N(S(=O)C(C)(C)C)C2 (some centres undefined) returned NadD inh -5, Rpn11 block inactive, FAS TE block -5, SKN-1 block 17, Rin1 Abl inh 1, Neddylation inh inactive, MT1-MMP act inh -1, CSN inh 3 and PABP1 MLLE inh -11.
CCN1CCN(Cc2nc3c(c(=O)n(C)c(=O)n3C)n2CC(=O)c2ccccc2)CC1 was read as NadD inh 0, Rpn11 block inactive, FAS TE block -8, SKN-1 block 9, Rin1 Abl inh 0, Neddylation inh inactive, MT1-MMP act inh -3, CSN inh 1 and PABP1 MLLE inh 10.
`O=C(c1cccc(S(=O)(=O)N2CCOCC2)c1)N1CCCC(C(F)(F)F)C1` (centres undefined) gave NadD inh -5, Rpn11 block inactive, FAS TE block -3, SKN-1 block 16, Rin1 Abl inh 2, Neddylation inh inactive, MT1-MMP act inh -2, CSN inh -5 and PABP1 MLLE inh 5.
Screening CCCSc1nnc(NC(=O)CCc2ccccc2)s1 returned NadD inh -4, Rpn11 block inactive, FAS TE block -6, SKN-1 block -9, Rin1 Abl inh 2, Neddylation inh inactive, MT1-MMP act inh 1, CSN inh 7 and PABP1 MLLE inh -15.
Screening CC1(C)COC(c2cccn2Cc2ccc(F)cc2Cl)=N1 returned NadD inh -3, Rpn11 block inactive, FAS TE block 12, SKN-1 block 13, Rin1 Abl inh 0, Neddylation inh inactive, MT1-MMP act inh 5, CSN inh 4 and PABP1 MLLE inh -12.
For CC(O)C(=O)N/N=C/c1cccc(Cl)c1Cl (centres undefined) the results were NadD inh -8, Rpn11 block inactive, FAS TE block -6, SKN-1 block 0, Rin1 Abl inh 2, Neddylation inh inactive, MT1-MMP act inh -2, CSN inh 1 and PABP1 MLLE inh -15.
For CC(C)(C)NC(=O)CN(Cc1ccc2c(c1)OCO2)C(=O)CNS(=O)(=O)c1ccccc1 the results were NadD inh -3, Rpn11 block inactive, FAS TE block -3, SKN-1 block 25, Rin1 Abl inh -1, Neddylation inh inactive, MT1-MMP act inh -2, CSN inh 2 and PABP1 MLLE inh 5.
CN(C)CCN(C(=O)/C=C/c1cccs1)c1nc2ccc(F)cc2s1 was read as NadD inh 3, Rpn11 block inactive, FAS TE block 0, SKN-1 block -4, Rin1 Abl inh -4, Neddylation inh inactive, MT1-MMP act inh -5, CSN inh 1 and PABP1 MLLE inh 15.
`CCCCN(C=O)c1c(CC)nc2c(OCC(=O)c3ccc(F)cc3)cccn12` gave NadD inh 1, Rpn11 block inactive, FAS TE block -2, SKN-1 block 10, Rin1 Abl inh 2, Neddylation inh inactive, MT1-MMP act inh -1, CSN inh 0 and PABP1 MLLE inh 11.
Screening COc1ccccc1N(C(=O)c1snc(C(N)=O)c1N)C(C(=O)NC1CCCC1)c1ccc(N(C)C)cc1 (centres undefined) returned NadD inh 4, Rpn11 block inactive, FAS TE block 10, SKN-1 block -10, Rin1 Abl inh 2, Neddylation inh inactive, MT1-MMP act inh -4, CSN inh -3 and PABP1 MLLE inh 2.
`Cc1ccc2c(c1)C(=O)N1[C@H]3c4cc(Cl)ccc4OC[C@@H]3[C@H](c3ccccc3)[C@]1(C)C(=O)N2` gave NadD inh 6, Rpn11 block inactive, FAS TE block 45, SKN-1 block -14, Rin1 Abl inh -1, Neddylation inh inactive, MT1-MMP act inh -18, CSN inh 6 and PABP1 MLLE inh -9.
`Cc1cccc(/C=C\c2nc3ccccc3c(=O)[nH]2)c1` gave NadD inh -6, Rpn11 block inactive, FAS TE block -6, SKN-1 block -5, Rin1 Abl inh -7, MT1-MMP act inh -4, CSN inh -8 and PABP1 MLLE inh 1.
`CCC1CCCCN1CCCNC(=O)CNC(=O)c1nn(-c2ccc(OC)cc2)c(=O)c2ccccc12` (centres undefined) gave NadD inh -6, Rpn11 block inactive, FAS TE block -4, SKN-1 block 14, Rin1 Abl inh 0, Neddylation inh inactive, MT1-MMP act inh -2, CSN inh 0 and PABP1 MLLE inh -2.
`C#CC(C)(CC)NC(=O)Cn1nnc(-c2cccc(C(F)(F)F)c2)n1` (centres undefined) gave NadD inh -4, Rpn11 block inactive, FAS TE block 4, SKN-1 block 13, Rin1 Abl inh -2, Neddylation inh inactive, MT1-MMP act inh 6, CSN inh 4 and PABP1 MLLE inh -5.
`Cc1ccc(CNC(=O)/C=C/c2ccc(Br)o2)cc1` gave NadD inh -1, Rpn11 block inactive, FAS TE block -1, SKN-1 block 3, Rin1 Abl inh -1, Neddylation inh inactive, MT1-MMP act inh -2, CSN inh 1 and PABP1 MLLE inh 12.
For COCCNC(=O)c1ccc(NS(=O)(=O)c2cc(C)ccc2C)cc1 the results were NadD inh -8, Rpn11 block inactive, FAS TE block -9, SKN-1 block 12, Rin1 Abl inh -3, Neddylation inh inactive, MT1-MMP act inh -2, CSN inh -3 and PABP1 MLLE inh -1.
Screening CN(C)CCCNC(=O)c1ccc(-c2cc3nc(NCc4cccnc4)n(C)c(=O)c3s2)cc1 returned NadD inh -1, Rpn11 block inactive, FAS TE block -8, SKN-1 block -6, Rin1 Abl inh -10, Neddylation inh inactive, MT1-MMP act inh -3, CSN inh 4 and PABP1 MLLE inh -11.
`C[C@H](CO)N1C[C@H](C)[C@@H](CN(C)S(=O)(=O)c2cccc(F)c2)Oc2ncc(Br)cc2C1=O` gave NadD inh -5, Rpn11 block inactive, FAS TE block -4, SKN-1 block -2, Rin1 Abl inh 3, Neddylation inh inactive, MT1-MMP act inh -3, CSN inh 3 and PABP1 MLLE inh 0.
For O=C(CSc1nnc2ccccn12)Nc1ccc2c(c1)OCCO2 the results were NadD inh 4, Rpn11 block inactive, FAS TE block -8, SKN-1 block -10, Rin1 Abl inh -1, Neddylation inh inactive, MT1-MMP act inh 3, CSN inh -8 and PABP1 MLLE inh 0.
COc1ccc(-c2noc(CCC(=O)N3CCN(c4cc(C)ccc4C)CC3)n2)cc1 was read as NadD inh 6, Rpn11 block inactive, FAS TE block 14, SKN-1 block -21, Rin1 Abl inh -1, Neddylation inh inactive, MT1-MMP act inh 4, CSN inh 1 and PABP1 MLLE inh -1.
`COc1ccc(CCNC(=O)CN2C(=O)C(=O)N(C3CCCC3)C2=O)cc1OC` gave NadD inh 1, Rpn11 block inactive, FAS TE block -6, SKN-1 block 11, Rin1 Abl inh 4, Neddylation inh inactive, MT1-MMP act inh -2, CSN inh -4 and PABP1 MLLE inh -7.

As a short view, some entries already given.
`C#CC(C)(CC)NC(=O)Cn1nnc(-c2cccc(C(F)(F)F)c2)n1` (centres undefined) gave NadD inh -4, Rpn11 block inactive, FAS TE block 4, SKN-1 block 13, Rin1 Abl inh -2, Neddylation inh inactive, MT1-MMP act inh 6, CSN inh 4 and PABP1 MLLE inh -5.
`Cc1ccc(CNC(=O)/C=C/c2ccc(Br)o2)cc1` gave NadD inh -1, Rpn11 block inactive, FAS TE block -1, SKN-1 block 3, Rin1 Abl inh -1, Neddylation inh inactive, MT1-MMP act inh -2, CSN inh 1 and PABP1 MLLE inh 12.

Random draw from the library, and some 3.9% of all compounds hit somewhere here.
